Bioassay records deposited in PubChem BioAssay by NCI.
NCI-60 one-dose screen, 48 h, at 10 µM unless noted. Numbers give growth in % (100 = growth as untreated, 0 = no growth, -100 = all killed).
K-562: K-562 leukemia; 7.4% of 78,000 active; AID 1794777
MOLT-4: MOLT-4 leukemia cells. AID 1794779. 6.9% of 80,000 active
SR: SR leukemia cells. 8.7% of 73,000 active. AID 1794780
MDA-MB-468: MDA-MB-468 breast cancer. AID 2202374. 8.5% of 78,000 active
MDA-MB-231: MDA-MB-231 breast cancer. 5% of 81,000 active
MDA-MB-435: MDA-MB-435 melanoma. 7.8% of 82,000 active. AID 1794794
CCRF-CEM: CCRF-CEM leukemia; 7% of 77,000 active
RPMI-8226: RPMI-8226 leukemia cells; AID 1794781; 7.5% of 77,000 active
The depositor's hits bear a star; . = not tested or not shown; & = joins results of further samples; [ ] = dose if it differs, or a comment. How the source made its calls: active means growth percent below 10; inactive means the rest.

SMILES	K-562	MOLT-4	SR	MDA-MB-468	MDA-MB-231	MDA-MB-435	CCRF-CEM	RPMI-8226
ClC1=NC2NN=C(c3cccc(Cl)c3)N2c2nc[nH]c21 (configuration not stated)	99	98	93	109	92	103	.	101
CC(=O)N(C(C)=O)c1ccc(N=Nc2ccccc2C)cc1C	90&123	69&88	90	84	72&66	100&103	58&64	72&88
O=C(C[n+]1ccnc2ccccc21)c1ccc(O)c(O)c1	17	12	7.3*	3.9*	55	.	4.6*	.
COc1ccc(-c2nc3c(c(C)nn3-c3ccc(F)cc3)c(=O)[nH]2)cc1	97	98	16	89	75	75	87	90
COc1nnc2c3cc(Cl)ccc3n(C)c2n1	92	93	88	101	101	113	97	100
COc1cc(C2C(C(=O)Nc3ccccn3)=C(C)NC(C)=C2C(=O)Nc2ccccn2)cc(CN2CCOCC2)c1O	.	110	117	99	89	94	112	108
CCN(CC)CCCC(C)Nc1nncc2cc(Cl)ccc12 (configuration not stated)	118	115	102	114	114	123	46	89
CCOC(=O)c1ccc(/C=C/c2ccccc2)cc1	101	107	96	95	85	98	96	94
CC(=O)N1N=C(c2ccc3c(c2)OCO3)CC1c1c(C)nn(-c2ccccc2)c1N(C)Cc1ccccc1 (configuration not stated)	57	42	67	61	81	91	70	59
CN(C)CCCN(c1ccccc1)c1ccccc1	101	104	97	111	98	96	113	105
Cc1ncn(-c2ccc(/C=N/Nc3ccnc4cc(Cl)ccc34)cc2)c1C	0.7*	1.0*	-21*	-21*	-17*	-80*	3.2*	-27*
COc1ccc(Cn2cnc3cc(C(=O)Nc4cccc5ccccc45)ccc32)c(OC)c1	1.4*[30 µM]	6.0*[30 µM]	-17*[30 µM]	-32*[30 µM]	4.8*[30 µM]	-44*[30 µM]	13[30 µM]	.
COc1ccc(CNc2c3ccccc3nc3ccccc23)cc1	7.0*	9.4*	7.0*	27	47	40	39	16
C=CCNC(=S)/N=C/C(C(=O)Nc1ccccc1C)=C(\C)O	106	105	95	113	96	107	99	102
O=C1CC(c2ccccc2)C(=O)N2C(=O)CC(c3ccccc3)C(=O)N12 (configuration not stated)	102	76	103	103	105	111	92	100

Record cards (already shown). Order of screens: K-562	MOLT-4	SR	MDA-MB-468	MDA-MB-231	MDA-MB-435	CCRF-CEM	RPMI-8226
CC(=O)N1N=C(c2ccc3c(c2)OCO3)CC1c1c(C)nn(-c2ccccc2)c1N(C)Cc1ccccc1 (configuration not stated) across the screens: 57	42	67	61	81	91	70	59
CCN(CC)CCCC(C)Nc1nncc2cc(Cl)ccc12 (configuration not stated) across the screens: 118	115	102	114	114	123	46	89
O=C(C[n+]1ccnc2ccccc21)c1ccc(O)c(O)c1 across the screens: 17	12	7.3*	3.9*	55	.	4.6*	.
ClC1=NC2NN=C(c3cccc(Cl)c3)N2c2nc[nH]c21 (configuration not stated) across the screens: 99	98	93	109	92	103	.	101
CCOC(=O)c1ccc(/C=C/c2ccccc2)cc1 across the screens: 101	107	96	95	85	98	96	94

Continued:
SMILES	K-562	MOLT-4	SR	MDA-MB-468	MDA-MB-231	MDA-MB-435	CCRF-CEM	RPMI-8226
O=C1OCC2=C1C(c1cccc(C(F)(F)F)c1)c1cc3c(cc1N2CCO)OCO3 (configuration not stated)	9.0*	20	16	-5.4*	44	-44*	7.8*	21
NS(=O)(=O)c1ccccc1	108	86	92	108	115	103	113	109
Nc1ccncc1CO	109	101	103	97	125	105	104	111
CCCCNC1(C#N)CCN(Cc2ccccc2)CC1	114	152	115	.	104	97	102	99
COc1cc(NCCN(CC(C)C)C2CCCC2)c2ncccc2c1	99	91	83	-14*	79	111	121	99
CCCCCCCC(=O)Nc1cc2c3c(c1)CCC(=O)N3CCC2	91	96	103	90	86	103	57	93
CC[C@H](C)C(NC(=O)[C@@H](NC(=O)[C@@H]1CCCN1C(=O)CNC(=O)[C@H](C)N)C(C)C)C(=O)OC (some centres not stated)	102	108	115	103	101	103	114	118
CC(C)CCCC(C)NC(C)C (configuration not stated)	.	96	100	99	97	99	93	98
Cc1ccc(Cc2cnc(NC(=O)CN3C(=O)/C(=C\c4ccccc4)SC3=S)s2)cc1	101	104	114	105	108	107	107	105
CCCCCCC(CCCCCCCCCCC(=O)OCC(CC)CCCC)OC(=O)CC (configuration not stated)	100	97	99	103	109	105	85	97
CCN1CCN(c2cc(C)nc(NCc3cc(Nc4ccnc5cc(Cl)ccc45)ccc3F)n2)CC1	4.7*	.	-18*	47	26	51	17	74
Cc1ccc(CCO)cc1	94	101	99	93	92	96	126	114
CC1CCCN1Cc1nc2ccc(NC(=O)c3ccc(-c4ccncc4)cc3)cc2[nH]1 (configuration not stated)	87	92	92	101	112	106	84	77
CCCCNC(=O)Oc1ccc(/C(=C(\C)c2ccccc2)c2ccc(OCCN3CCCCC3)cc2)cc1	5.5*	54	0.4*	67	73	68	66	43
O=C1C(Nc2ccc(Cl)cc2)=C(I)C(=O)c2ncccc21	8.5*	-1.2*	4.4*	-72*	-46*	-81*	6.7*	-2.2*
CCSC(SCC)C(O)C(O)C(O)CO (configuration not stated)	103	110	131	92	88	100	.	98
C#CC(=O)/C=C/CCCCCCC#CC(=O)CCC(=O)C#CCCCCCC/C=C/C(=O)C#C	0.3*	-32*	-35*	-10*	-7.0*	-34*	-45*	-32*
Brc1ccc2[nH]cc(-c3nc(-c4c[nH]c5ccncc45)cs3)c2c1	-61*	-58*	.	-71*	-84*	-91*	-23*	-23*
O=C1/C(=C/c2ccc(SC(F)(F)F)cc2)Cc2cc3c(cc21)OCO3	102	118	89	107	102	99	99	99
CCOC(=O)C1=C(C(F)(F)F)NC(=S)NC1CN1C(=O)c2ccccc2C1=O (configuration not stated)	101	94	-89*	.	90	118	41	68
N#Cc1c(-c2ccc(Cl)cc2)c(C#N)c(=O)n(-c2nc3ccccc3s2)c1N	99	111	73	86	75	97	88	66
C/C(=N/N=C(N)N)c1ccc(F)cc1	157	216	138	111	101	83	127	.
C/C(=N\N=C(/C)c1ccc(C)cc1)c1ccc(C)cc1	92	98	89	106	123	97	.	93
FC(F)(F)c1ccc(-c2nnc(Nc3ccccc3)s2)cc1	86	91	75	127	108	96	99	114
O=C(Cc1ccc(/C=C/C(=O)c2ccccc2O)cc1)Nc1cccc2ccccc12	91	92	96	95	96	104	67	86
CN(C)CCOC(=O)Nc1cc(Cl)cc(Cl)c1	90	91	86	99	84	112	.	88
CCOC(=O)N/N=C/c1ccc(OC)cc1	117	106	98	94	119	95	109	110
N#Cc1c(-c2ccccc2)cc(-c2cc(O)ccc2O)nc1N	104	64	37	77	73	66	.	.
COc1ccc2c(c1)O/C(=C\c1cccc(O)c1)C2=O	97	109	87	100	96	98	95	92
O=C(CSc1nc2c(c(=O)[nH]1)CCCC2)Nc1ccccc1C(=O)O	96	99	88	100	109	109	101	104
O=C1OC2(OC(=O)c3ccccc32)N(c2ccc([N+](=O)[O-])cc2)c2ccccc21 (configuration not stated)	106	98	100	98	113	99	100	97
CO[C@H](C(=O)[C@@H](O)[C@@H](C)O)[C@@H]1Cc2cc3cc(O[C@H]4C[C@@H](O[C@H]5C[C@@H](O)[C@H](O)C(C)O5)[C@H](O)C(C)O4)c(C)c(O)c3c(O)c2C(=O)[C@H]1O[C@H]1C[C@@H](O[C@H]2C[C@@H](O[C@H]3C[C@@H](OC)[C@H](O)C(C)O3)[C@@H](O)C(C)O2)C(O)(O)C(C)O1 (some centres not stated)	12	18	13	-30*	5.0*	-30*	34	9.3*
O=[N+]([O-])c1cccnc1Cl	108	89	104	91	94	114	100	110
O=c1[nH]c(=S)[nH]cc1Oc1ccc(Br)cc1Br	120	99	100	111	109	114	94	96
O=c1oc2c(cc1-c1ccccc1)c(=O)[nH]c1ccccc12	89	100	108	105	97	98	101	101
COc1ccccc1-c1cnc2c(Oc3ccc4c(C)cc(=O)oc4c3)nc(Br)cn12	104	100	92	70	68	98	96	102
COC1=CC(O)C23OCC(=O)N2c2cccc4c2C(O)(CCC4)C3C1O (configuration not stated)	92	95	100	105	88	104	96	91
O=C1C2CC3C1C1(Cl)C(Cl)C4(Cl)C2C3C1(Cl)C4(Cl)Cl (configuration not stated)	85	96	79	84	100	92	94	96
Cc1[nH]c(=O)n(C(C)C)c(=O)c1Br	91	94	96	102	113	109	95	95
COc1ccc(C(=O)COc2ccc3c(c2)O/C(=C\c2ccc(Cl)cc2)C3=O)cc1	113	117	97	.	110	108	179	199
C/C(=N/NC(=O)Cn1c2ccccc2c2ccncc21)c1cccs1	.	83	83	105	97	110	91	87
COC1=CC2ON(C(=O)c3ccccc3)C1C1C3(O)CCCc4cccc(c43)N3C(=O)COC213 (configuration not stated)	90	96	97	106	100	101	97	94
COCCOCCOCCOC(C)=O	106	118	.	105	105	105	107	101
CCOC(=O)C(Br)=P(c1ccccc1)(c1ccccc1)c1ccccc1	105	100	90	.	93	99	-41*	83
CC(C)(C)c1ccc(C(=O)C2CC2)cc1	83	81	96	94	123	111	103	108
O=C(NNc1ccc(-c2ccccc2)nn1)c1ccc(F)cc1	98	96	92	98	94	100	108	100
CC(=O)[C@H]1CC[C@H]2[C@@H]3CCc4cc(O)ccc4[C@H]3CC[C@]12C	83	77	73	92	90	83	80	94
CCCCCCCCCCCCNC(=S)N/N=C/c1ccc(Cl)cc1	97	88	83	107	108	98	96	99
CCCc1cc(=O)oc2c(C(=O)CC(C)C)c(O)c(CC=C(C)C)c(O)c12	14	19	14	1.8*	-16*	24	13	-13*
CCCCCC(=O)Oc1ccc(OCc2ccccc2)cc1	69	67	110	117	69	86	48	84
Cc1c(-c2ccccc2)n(O)[n+]([O-])c1-c1ccccc1	102	94	104	.	118	104	83	100
Cc1cc(C)c2c(c1C)C(=O)CCC2	106	99	70	114	111	115	102	.
Cn1c(=O)c(-c2ccccc2)cc2ccccc21	97	107	79	106	94	117	104	101
Nn1c(N/N=C/c2sc3ccccc3c2Br)n[nH]c1=S	90	72	86	76	85	93	93	89
O=[N+]([O-])c1cc(Cl)c2[nH]c3c(Cl)cc([N+](=O)[O-])cc3c2c1	3.4*	-42*	2.5*	-18*	-30*	-2.1*	-40*	3.1*
COc1cc(-c2nc(-c3ccccc3)[nH]c2-c2ccnc(NCCCNS(=O)(=O)c3ccccc3)n2)ccc1F	48	42	66	55	84	48	43	47
C=CCN(CN(CC)CC)CN(CC)CC	97	88	78	109	99	106	92	95
CCOC(=O)c1c(Cl)c(Cl)c(Cl)c(Cl)c1C(=O)OCC	100	91	.	91	91	108	96	121

Some of the entries so far, bar-delimited.
compound | K-562 | MOLT-4 | SR | MDA-MB-468 | MDA-MB-231 | MDA-MB-435 | CCRF-CEM | RPMI-8226
CCOC(=O)c1c(Cl)c(Cl)c(Cl)c(Cl)c1C(=O)OCC | 100 | 91 | . | 91 | 91 | 108 | 96 | 121
COc1cc(-c2nc(-c3ccccc3)[nH]c2-c2ccnc(NCCCNS(=O)(=O)c3ccccc3)n2)ccc1F | 48 | 42 | 66 | 55 | 84 | 48 | 43 | 47
CCCc1cc(=O)oc2c(C(=O)CC(C)C)c(O)c(CC=C(C)C)c(O)c12 | 14 | 19 | 14 | 1.8* | -16* | 24 | 13 | -13*
